Compound activity as filed in PubChem.
ARNT TACC3 PPI = disruptors of human ARNT/TACC3 interaction; inhibition, % at 9.99 µM; 390,000 tested, 0.66% active; AlphaScreen His-ARNT PAS-B/GST-TACC3 binding, luminescence; TACC3 fragment carries E629A point mutation; Q9Y6A5;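 active = mean inhibition of replicates at least 50% and at least half of replicates each reaching 50%; inconclusive = half or more replicates reach 50% but mean below 50%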;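 also: 0% = complete ARNT plus TACC3 wells and 100% = ARNT alone without TACC3; many hits fall short of the cut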
SIRT5 inh = inhibitors of human sirtuin-5 desuccinylase | Q9NXA8 | Purified SirT5, succinyl-peptide AMC, trypsin-coupled fluorescence | inhibition, % at 15 µM | 330,000 tested, 1.1% active | AID 652115; in the data active = inhibition above about 15%; inconclusive = no clear call, values can overlap the other calls
Target sequence (Q9NXA8 whole entry, looked up): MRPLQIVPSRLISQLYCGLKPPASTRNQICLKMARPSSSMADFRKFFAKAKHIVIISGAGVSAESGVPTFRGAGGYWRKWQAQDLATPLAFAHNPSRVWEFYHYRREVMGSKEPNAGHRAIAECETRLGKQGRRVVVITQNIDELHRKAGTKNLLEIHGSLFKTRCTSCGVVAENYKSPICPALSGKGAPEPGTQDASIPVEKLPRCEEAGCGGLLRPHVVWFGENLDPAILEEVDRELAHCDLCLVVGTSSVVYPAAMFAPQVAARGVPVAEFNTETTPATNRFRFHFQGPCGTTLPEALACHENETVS
LGR2 antag = blocks bursicon-induced cAMP signaling via Drosophila LGR2 | 380,000 tested, 0.35% active | inhibition, % at 9.99 µM | HEK293 LGR2, CRE-luciferase, bursicon-stimulated, 4 h;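 active = drop in luminescence signal, shown as inhibition above about 50% in the replicate tests, limit read from the data, passing the limit was not always enough; inconclusive = probably only some replicates passing the limit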;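 also: agonist challenge used bursicon conditioned medium at about half maximal strength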
DENV2 CPE = DENV2-induced cell death inhibition. DENV2-infected cells, cytopathic effect rescue, plate reader. 350,000 tested, 1.7% active. AID 651640. CPE inhibition, % at 9.99 µM; in the data active = CPE inhibition above about 20%, passing the limit was not always enough; inconclusive = no clear call, values can overlap the other calls; tested in BHK-21 cells;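 also: 0% = median of neutral control wells and 100% = median of positive control wells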
Casp6 inh = caspase-6 (human) enzyme inhibition; P55212; purified caspase-6, Z-VEID-R110 cleavage fluorescence; inhibition, % at 12.5 µM; 350,000 tested, 0.53% active; AID 686996;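 active = mean inhibition across replicates at least about 35%, with every replicate also reaching that limit, limit read from the data; inconclusive = only one of the two criteria met; inactive = neither criterion met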;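 also: 0% = median of neutral control wells and 100% = no fluorescence left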
Target sequence (P55212 24-179 limits assumed): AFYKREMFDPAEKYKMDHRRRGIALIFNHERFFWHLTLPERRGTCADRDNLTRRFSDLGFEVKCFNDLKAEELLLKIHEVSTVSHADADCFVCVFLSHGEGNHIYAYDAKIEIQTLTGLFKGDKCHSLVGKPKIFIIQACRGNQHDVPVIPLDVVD
Target sequence (P55212 194-293 limits assumed): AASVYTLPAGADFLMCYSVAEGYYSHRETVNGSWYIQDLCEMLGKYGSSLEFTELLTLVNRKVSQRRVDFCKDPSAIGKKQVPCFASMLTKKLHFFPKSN
PAX8 reporter = inhibitors of PAX8 transcriptional activity in RMG-I cells; RMG-I TPO-luciferase reporter, SteadyGlo, 24 h; inhibition, % at 12.6 µM; 360,000 tested, 1.2% active; AID 652154;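 active = mean replicate inhibition at least 60% with every replicate also reaching 60%; inconclusive = only one of the two criteria is met; inactive = mean below 60% and not all replicates reaching 60%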;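 also: luciferase light reporting Pax8 driven TPO promoter activity; plate controls were median of neutral control wells for no effect and mitoxantrone controls for full effect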
EWS-Fli block = EWS/Fli transcriptional activity inhibition. A673 NR0B1-luciferase reporter, viability-normalised. inhibition, % at 12.6 µM. 350,000 tested, 0.67% active;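 active = mean inhibition of at least 50% after viability correction, with every replicate also passing that limit; inconclusive = mean reaches 50% but only one of two replicates passes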;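 also: firefly luciferase signal divided by Alamar Blue viability fluorescence both relative to DMSO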
* marks the source's active call; other numbers are inactive results; ? = inconclusive; / = not tested or not shown.

(1) COc1cc(-c2cc(NC(C)=O)c3ncc(-c4ccccc4)n3c2)cc(OC)c1OC
(2) C[C@@H]1CCCCO[C@H](CN(C)CC2CC2)[C@@H](C)CN([C@@H](C)CO)C(=O)c2cc(NS(=O)(=O)c3ccc(F)cc3)ccc2O1
(3) C[C@H]1CN([C@@H](C)CO)C(=O)c2cccc(NC(=O)Nc3ccccc3)c2O[C@H]1CN(C)C(=O)Nc1ccccc1
(4) O=C(c1cc(F)ccc1F)C1CCCN(C(=O)c2cccs2)C1 (centres undefined)
(5) CCc1cnc(N2[C@H](CO)[C@H](c3ccc(C#CC(C)C)cc3)[C@@H]2C#N)s1
(6) COc1cc(OC)c(C(=O)NNC(=S)NC2CCCCC2)cc1OC
(7) CCOc1ccc(S(=O)(=O)N(CC)CC(=O)NC2CC2)cc1
(8) Cc1ccc(C(=O)NNC2=Nc3cc([N+](=O)[O-])ccc3OC2)cc1

Compound	1	2	3	4	5	6	7	8
ARNT TACC3 PPI	/	-5.1	/	-2.2	10.4	-5.4	/	-5.9
SIRT5 inh	0.1	-1.4	/	-2.7	-0.9	0.7	-0.5	-4.7
LGR2 antag	-1.2	9.3	-3.3	11.6	-13.0	7.5	12.7	-3.1
DENV2 CPE	3.4	4.9	/	8.4	9.7	1.0	-9.3	?
Casp6 inh	-0.4	-0.5	/	-1.3	-2.1	-2.0	0.1	0.8
PAX8 reporter	-16.5	-14.0	12.8	-3.8	-21.4	-38.3	7.5	-8.3
EWS-Fli block	8.3	/	1.4	-8.5	-7.9	-7.1	/	14.2

(9) COc1ccc(C2C(C(N)=O)=C(C)Nc3nc(CCCO)nn32)cc1 (centres undefined)
(10) COc1ccc(NC(=O)Nc2ccc3c(c2)CC(=O)N([C@@H](C)CO)C[C@@H](C)[C@@H](CN(C)Cc2ccc(Cl)c(Cl)c2)O3)cc1
(11) Cc1noc(C)c1NC(=O)N(C)C[C@@H]1OCCCC[C@H](C)Oc2ccc(NC(=O)Cc3ccccc3)cc2C(=O)N([C@H](C)CO)C[C@H]1C
(12) COc1ccc(Br)cc1/C=N/NC(=O)C(c1ccncc1)N1CCOCC1 (centres undefined)
(13) Cc1ccc(C)c(N2CCN(C(=O)CCC(=O)Nc3nnc(C(F)(F)F)s3)CC2)c1
(14) CC1CC(C)CN(S(=O)(=O)c2ccc(C(=O)NCCCn3ccnc3)cc2)C1 (centres undefined)
(15) Cc1ccc(S(=O)(=O)N(C)C[C@H]2Oc3c(NC(=O)c4nc5ccccc5s4)cccc3C(=O)N([C@@H](C)CO)C[C@@H]2C)cc1
(16) O=S(=O)(NC1CC1)c1ccc(Cl)cc1F

Compound	9	10	11	12	13	14	15	16
ARNT TACC3 PPI	-4.9	9.1	-1.8	-7.2	13.1	0.6	-4.5	-6.6
SIRT5 inh	-5.0	/	-2.5	3.0	2.1	-5.9	-2.0	-2.6
LGR2 antag	2.1	-3.5	28.5	7.3	-3.2	-10.9	-18.1	-10.3
DENV2 CPE	3.4	-1.6	5.0	97.9*	2.5	/	8.0	5.2
Casp6 inh	-0.1	/	-0.1	0.5	4.7	-11.2	-2.2	-3.9
PAX8 reporter	2.5	6.8	/	2.2	-4.9	/	/	-9.0
EWS-Fli block	-1.2	-8.2	2.2	8.3	-0.8	/	7.6	-5.6

In the list so far, 2 have a Cl atom:
(10) COc1ccc(NC(=O)Nc2ccc3c(c2)CC(=O)N([C@@H](C)CO)C[C@@H](C)[C@@H](CN(C)Cc2ccc(Cl)c(Cl)c2)O3)cc1
(16) O=S(=O)(NC1CC1)c1ccc(Cl)cc1F

Compound	10	16
ARNT TACC3 PPI	9.1	-6.6
SIRT5 inh	/	-2.6
LGR2 antag	-3.5	-10.3
DENV2 CPE	-1.6	5.2
Casp6 inh	/	-3.9
PAX8 reporter	6.8	-9.0
EWS-Fli block	-8.2	-5.6

Next part.
(17) Cc1cc2cc(CNC(=O)CCC(=O)O)ccc2n1C
(18) COc1ccc(NC(=O)CC2(CC(=O)N3CCOCC3)CCCC2)cc1Cl
(19) COc1ccc(S(N)(=O)=O)cc1C(=O)OCC(=O)Nc1ncc(Cl)c(C)c1Cl
(20) C[C@@H]1CN([C@H](C)CO)C(=O)Cc2cc(NC(=O)Nc3ccccc3)ccc2O[C@H]1CN(C)CC1CC1
(21) CCOc1ccc(S(=O)(=O)N2CCC(C(=O)NCc3ccco3)CC2)cc1C
(22) O=C(C[C@@H]1C=C[C@H](NC(=O)C2CCOCC2)[C@@H](CO)O1)NCc1ccccc1Cl
(23) Clc1ccc(N=NN2CCOCC2)cc1
(24) CC(=O)c1cc(C(=O)N2CCCC(C(=O)c3ccc(Cl)cc3)C2)cs1 (centres undefined)

Compound	17	18	19	20	21	22	23	24
ARNT TACC3 PPI	2.8	-0.3	-5.6	10.0	-8.2	/	30.6	-1.5
SIRT5 inh	/	0.6	-3.1	1.3	-1.1	7.6	-3.5	-6.1
LGR2 antag	1.0	1.1	14.3	6.2	-17.0	20.1	-33.3	14.6
DENV2 CPE	-6.7	-9.6	-1.3	-6.5	-6.2	?	0.8	-7.0
Casp6 inh	4.9	2.6	-0.5	-9.8	0.0	1.9	-2.0	1.7
PAX8 reporter	0.0	7.8	/	-8.1	3.1	/	-15.9	7.3
EWS-Fli block	2.9	-9.4	0.9	-1.1	14.2	10.8	-53.0	-0.5

Complete entries, looked up by structure.
Clc1ccc(N=NN2CCOCC2)cc1 is entered as ARNT TACC3 PPI = 30.6; SIRT5 inh = -3.5; LGR2 antag = -33.3; DENV2 CPE = 0.8; Casp6 inh = -2.0; PAX8 reporter = -15.9; EWS-Fli block = -53.0
COc1ccc(NC(=O)CC2(CC(=O)N3CCOCC3)CCCC2)cc1Cl is entered as ARNT TACC3 PPI = -0.3; SIRT5 inh = 0.6; LGR2 antag = 1.1; DENV2 CPE = -9.6; Casp6 inh = 2.6; PAX8 reporter = 7.8; EWS-Fli block = -9.4

Back to the main list, starting two compounds before the break.
(23) Clc1ccc(N=NN2CCOCC2)cc1
(24) CC(=O)c1cc(C(=O)N2CCCC(C(=O)c3ccc(Cl)cc3)C2)cs1 (centres undefined)
(25) CCSc1ncc(CO)c(N)n1
(26) CN(C)c1ccc(C=NCCC2(c3ccccc3)CCOC(C)(C)C2)cc1 (centres undefined)
(27) CC(NC(=O)C1CCN(C(=O)c2cccs2)CC1)c1ccc(S(N)(=O)=O)cc1 (centres undefined)
(28) CC(C)C#Cc1cnc2c(c1)C(=O)N([C@H](C)CO)C[C@H](C)[C@H](CN(C)C(=O)CN1CCOCC1)O2
(29) CC1CCCC(C)N1CCCNC(=O)Cn1c(=O)c2cccn2c2cccnc21 (centres undefined)
(30) O=C(NCc1ccco1)c1ccc(-c2ccccc2Cl)o1
(31) Cc1cc(C)cc(C(=O)NCC(=O)NCc2ccc(S(N)(=O)=O)cc2)c1
(32) NC(COCc1ccccc1)c1csc(Nc2cc(Oc3ccccc3)ncn2)n1 (centres undefined)

Compound	23	24	25	26	27	28	29	30	31	32
ARNT TACC3 PPI	30.6	-1.5	15.2	-7.3	/	-2.6	2.3	-4.2	-1.4	/
SIRT5 inh	-3.5	-6.1	-1.2	-0.8	-1.9	-0.7	-3.6	-0.7	-8.3	0.2
LGR2 antag	-33.3	14.6	-10.8	11.5	3.2	-10.0	13.7	-32.2	-4.0	22.1
DENV2 CPE	0.8	-7.0	10.0	-3.6	6.5	3.7	-3.4	-1.6	1.9	-2.5
Casp6 inh	-2.0	1.7	-13.0	0.7	-198.0	-1.8	-16.3	1.8	0.3	-1.2
PAX8 reporter	-15.9	7.3	-2.0	-10.1	-12.9	/	8.7	-35.5	4.3	6.7
EWS-Fli block	-53.0	-0.5	6.8	8.4	7.7	-1.7	/	-24.1	7.0	11.6

(33) CC(NC(=O)c1ccc(F)cc1)c1ccc(F)cc1 (centres undefined)
(34) O=C(COC(=O)c1ccc(O)cc1O)N=c1sccn1Cc1ccccc1Cl
(35) C/C(=N\NC(=O)c1nnn(-c2nonc2N)c1CSc1ccccc1)c1ccco1
(36) O=C1CN(C(=O)CNC(=O)c2ccc(Cl)cc2Cl)CCN1
(37) c1ccc(CCNc2ccccn2)nc1
(38) CC1(C(=O)NS(=O)(=O)c2ccc(Cl)s2)CCN1C(=O)C1CCCCC1 (centres undefined)
(39) COc1ccc(C2CC(=O)C(c3ccccc3)=CN2Cc2ccccc2)cc1 (centres undefined)
(40) COc1cccc(S(=O)(=O)N[C@@H]2CC[C@@H](CCn3cc(-c4ccc(F)cc4)nn3)O[C@@H]2CO)c1

Compound	33	34	35	36	37	38	39	40
ARNT TACC3 PPI	-0.9	/	-2.9	-0.2	-3.3	/	/	1.9
SIRT5 inh	-0.9	-3.3	-1.1	-0.3	-2.7	/	1.4	-2.5
LGR2 antag	4.0	8.9	-12.9	-12.5	7.2	23.6	0.4	-1.0
DENV2 CPE	9.1	6.4	14.4	3.5	?	-3.8	-2.4	15.8
Casp6 inh	-1.1	1.6	0.4	-3.1	0.9	4.9	0.6	-0.3
PAX8 reporter	36.8	12.6	6.3	-6.1	-31.7	-9.8	7.3	5.9
EWS-Fli block	6.0	2.5	/	3.5	-16.8	-7.1	-8.1	6.8

(41) C[C@@H]1CN([C@@H](C)CO)C(=O)c2cccc(NS(C)(=O)=O)c2O[C@H]1CN(C)C(=O)Nc1ccccc1
(42) Cc1ccc(C(CNC(=O)Nc2cccc(C)c2)N2CCN(C)CC2)cc1 (centres undefined)
(43) O=C(Nc1cccc(F)c1)N1C[C@H]2[C@@H](c3ccccc31)[C@H](CO)N2C(=O)c1ccccc1F
(44) CNC(=O)COc1ccc(S(=O)(=O)Nc2ccc(OC)cc2)cc1
(45) COc1cc(CN2CC3(CN(S(=O)(=O)c4cn(C)cn4)C3)c3c(n(C)c4cc(OC)ccc34)[C@@H]2CO)cc(OC)c1
(46) O=C(c1ccc(Sc2ccccc2)c([N+](=O)[O-])c1)N1CCOCC1
(47) CCN(C[C@H]1[C@H](c2ccc(-c3cccnc3)cc2)[C@H](CO)N1C(C)=O)C(C)=O
(48) c1ccc2c(N3CCOCC3)c3c(nc2c1)CCC3
(49) CC(=O)Nc1cc(-n2cnnn2)ccc1C
(50) Cc1ccc(C)c(C(=O)COC(=O)CCCC(=O)Nc2cc(C(F)(F)F)ccc2Cl)c1

Compound	41	42	43	44	45	46	47	48	49	50
ARNT TACC3 PPI	-8.0	2.8	1.8	/	/	1.4	-8.8	-2.5	/	-2.5
SIRT5 inh	0.4	-2.1	-2.6	4.2	3.1	-2.9	1.9	-0.3	-2.6	/
LGR2 antag	1.6	6.0	-23.3	2.7	7.9	-18.7	-19.6	-8.1	19.3	2.5
DENV2 CPE	0.2	-0.7	-6.1	/	11.1	-13.6	19.5	-1.3	/	/
Casp6 inh	-1.3	-5.6	-3.7	1.2	2.2	-0.5	11.3	-0.6	0.4	/
PAX8 reporter	-0.4	-2.0	-15.2	-24.7	8.8	-2.5	5.5	4.9	5.0	16.0
EWS-Fli block	-2.1	4.8	-5.6	-1.1	10.3	14.3	2.6	9.8	-1.2	/

A draw from above in order of number of heavy atoms, ascending:
(48) c1ccc2c(N3CCOCC3)c3c(nc2c1)CCC3
(50) Cc1ccc(C)c(C(=O)COC(=O)CCCC(=O)Nc2cc(C(F)(F)F)ccc2Cl)c1
(43) O=C(Nc1cccc(F)c1)N1C[C@H]2[C@@H](c3ccccc31)[C@H](CO)N2C(=O)c1ccccc1F

Compound	48	50	43
ARNT TACC3 PPI	-2.5	-2.5	1.8
SIRT5 inh	-0.3	/	-2.6
LGR2 antag	-8.1	2.5	-23.3
DENV2 CPE	-1.3	/	-6.1
Casp6 inh	-0.6	/	-3.7
PAX8 reporter	4.9	16.0	-15.2
EWS-Fli block	9.8	/	-5.6
